Source: PubChem BioAssay
INS-1E GSIS act: GLuc luminescence reporter in INS-1E cells, primary screen for activators of glucose-dependent secretion of insulin. INS-1E GLuc reporter insulin secretion, 2-3 h. AID 743287. activation, % at 16.6 µM. 0.61% of 370,000 active;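 active = lowest replicate activation of at least 40%, so every replicate reaches that level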;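 note: 0% = median of neutral control wells and 100% = median of IBMX positive control wells; some compounds called inactive have numbers as strong as hits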
Xi reactivation: reactivates the inactive X chromosome in mouse fibroblasts; XiGFP mouse fibroblasts, % GFP-positive cells imaging, 3 d; cells co-treated with 5-aza-dC sensitizer; scaled so ellipticine positive control = 100%; activation, % at 7.58 µM; 0.055% of 360,000 active;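 active = mean normalized replicate activation at least 10% and every replicate at or above 10%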;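 note: 0% = median of on-plate neutral control wells and 100% = ellipticine 6 µM median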
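System: 68-5-11 XiGFP fibroblast line; Timing: 3 days compound exposure; Compound dosing: one concentration, pinned; Benchmarks: positive control ellipticine, 6 µM final; Buffer or medium: DMEM containing 5-aza-dC.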
ERAP1 HTS inh: inhibitors of human ERAP1 aminopeptidase; Q9NZ08; recombinant ERAP1, Leu-AMC fluorescence, 60 min; inhibition, % at 10.7 µM; 0.15% of 340,000 active;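 active = mean replicate inhibition of at least 30%, or all replicates individually reaching that 30% level; inactive = mean below 30% and not every replicate reaching it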;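 note: 0% = neutral control wells and 100% = L-leucinethiol positive control wells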
RAD52 anneal inh: RAD52 (human) annealing inhibition. P43351. recombinant RAD52 DNA annealing, FRET fluorescence. inhibition, % at 18.7 µM. 0.46% of 360,000 active;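 active = every replicate showing at least 50% inhibition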
esBAF inh: SWI/SNF esBAF complex inhibition | mouse ES cells, Bmi1-luciferase knock-in reporter, 24 h; 100% = twice the neutral-well signal | reporter increase, % at 12.5 µM | 2% of 350,000 active; in the data active = activation above about 40%;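 note: 0% = median of the plate's neutral control wells and 100% = double that signal; a rise in the Bmi1 reporter signal indicates esBAF inhibition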
RAD54 branch: RAD54 (human) branch migration inhibition; Q92698; RAD54 Holliday junction branch migration, FAM/BHQ fluorescence; inhibition, % at 10.4 µM; 0.14% of 360,000 active;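 active = mean normalized replicate activity at least 40 and at least half of replicates scoring 40 or more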;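 note: 0% = median of neutral control wells and 100% = median of positive control wells; inhibitors cause a drop in the FAM fluorescence signal; in these data hits start at about 50%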
Target sequence (Q92698 whole entry, looked up): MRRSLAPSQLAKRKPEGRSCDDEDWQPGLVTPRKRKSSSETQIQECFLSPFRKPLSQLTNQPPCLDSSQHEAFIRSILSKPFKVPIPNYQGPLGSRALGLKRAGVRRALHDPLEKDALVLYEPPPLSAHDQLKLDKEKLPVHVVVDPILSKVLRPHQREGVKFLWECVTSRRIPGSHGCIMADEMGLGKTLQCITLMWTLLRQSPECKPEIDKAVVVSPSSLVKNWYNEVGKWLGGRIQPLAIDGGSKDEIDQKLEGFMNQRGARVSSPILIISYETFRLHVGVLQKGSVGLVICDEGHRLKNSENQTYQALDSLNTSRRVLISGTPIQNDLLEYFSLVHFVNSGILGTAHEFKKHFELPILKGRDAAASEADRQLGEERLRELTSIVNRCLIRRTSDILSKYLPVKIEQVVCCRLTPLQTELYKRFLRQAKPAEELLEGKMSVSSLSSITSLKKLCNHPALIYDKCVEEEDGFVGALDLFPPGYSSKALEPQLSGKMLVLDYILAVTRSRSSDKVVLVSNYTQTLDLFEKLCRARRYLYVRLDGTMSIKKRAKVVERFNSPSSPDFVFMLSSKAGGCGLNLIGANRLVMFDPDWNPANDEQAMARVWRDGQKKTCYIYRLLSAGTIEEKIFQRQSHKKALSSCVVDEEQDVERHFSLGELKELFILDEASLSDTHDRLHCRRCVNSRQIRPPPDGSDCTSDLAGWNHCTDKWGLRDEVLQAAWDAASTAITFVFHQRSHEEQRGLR
F508del corr: CFTR F508del correction in bronchial cells; CFBE cells, YFP halide quenching; stimulated with forskolin plus potentiator P3; % fluorescence drop versus neutral controls; activity (quench increase), % at 7.58 µM; 0.36% of 350,000 active;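 active = mean added fluorescence quench of at least 8% versus neutral control, with both replicates also reaching 8%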;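 note: cells transiently co-express mutant CFTR-F508del with the halide-sensitive YFP; corrector assay measuring rescue of mutant channel to the surface after 24 h compound exposure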
ARNT-TACC3 inh: ARNT/TACC3 interaction disruption; AlphaScreen His-ARNT PAS-B/GST-TACC3 binding, luminescence; TACC3 fragment carries E629A point mutation; inhibition, % at 9.99 µM; 0.66% of 390,000 active; AID 623870;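 active = mean inhibition of replicates at least 50% and at least half of replicates each reaching 50%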;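 note: 0% = complete ARNT plus TACC3 wells and 100% = ARNT alone without TACC3; many hits fall short of the cut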
The depositor's hits bear a star; . = no result given.

SMILES	INS-1E GSIS act	Xi reactivation	ERAP1 HTS inh	RAD52 anneal inh	esBAF inh	RAD54 branch	F508del corr	ARNT-TACC3 inh
COc1ccccc1C1CC(=O)Oc2cc(OC)c(OC)c(OC)c21 (stereo not given)	-10	0.1	.	3	-4	4	-0.5	3
COc1ccc(OC)c(CN2CCN(C(=O)c3ccc(C)c(S(=O)(=O)Nc4ccccc4OC)c3)CC2)c1	-6	0.4	0	1	-2	26	0.3	8
COc1ccc(C(C)=O)c(Oc2nc(CN3CCOCC3)nc3scc(-c4cccs4)c23)c1	-3	.	.	.	4	-21	.	2
Cc1ccc2nc(N3CCN(c4ccccc4F)CC3)c(C=O)c(=O)n2c1	0	0.2	-1	-21	.	.	.	0
COC(=O)CSc1nc(-c2ccccc2)nc2ccccc12	11	2.3	2	-2	.	.	-4.2	-2
O=C(Cc1cccnc1)N1CC(=O)N2[C@H](C1)[C@H](c1ccc(C#CC3CC3)cc1)[C@@H]2CO	4	0.1	0	-10	.	.	0.6	.
NCCn1c(-c2ccccc2)cc(C(=O)O)c1-c1ccccc1F	-3	0.0	-8	17	2	-20	-4.0	-5
O=C(NCCCN1CCCC1=O)C1CCN(S(=O)(=O)c2ccc(F)cc2)CC1	10	0.4	-2	10	4	2	1.2	.
COc1ccc(CC(=O)Nc2cc(C)ccc2O)cc1OC	35	-0.3	-4	-13	.	.	3.9	-4
CC(Sc1nnnn1C)C(=O)NC1CCCc2ccccc21 (stereo not given)	-8	0.0	2	-15	-9	11	-1.1	-6
O=C(C[C@H]1CC[C@@H]2[C@H](COC[C@@H](O)CN2S(=O)(=O)c2ccc(F)cc2)O1)N[C@@H]1CCN(Cc2ccccc2)C1	13	0.1	1	10	-2	7	1.5	-1
Cc1cc(OCc2nc(N)nc(N)c2-c2ccc(Cl)c(Cl)c2)ccc1[N+](=O)[O-]	-13	1.6	-1	-13	.	.	5.0	.
COc1ccc(S(=O)(=O)NC(=O)C2(C)CCN2C(=O)C2CCCCC2)cc1OC (stereo not given)	-10	-0.1	-5	1	-3	-6	3.3	.
COc1ccc(S(=O)(=O)N2C3CCC2CC(NC(=O)NC2CCCCC2)C3)cc1 (stereo not given)	-12	.	4	-16	20	-6	-0.8	18
CCc1ccc(NC(=O)CSCc2nc(N)nc(Nc3ccccc3CC)n2)cc1	-33	0.0	.	.	-1	7	.	.
COc1ccc(NC(=O)N(C)C[C@H]2OCCCC[C@@H](C)Oc3ccc(NS(=O)(=O)c4ccc(Cl)cc4)cc3C(=O)N([C@@H](C)CO)C[C@@H]2C)cc1	-23	0.5	-2	-59	1	-2	-0.7	-5
Cc1c(NC(=O)C(C)Oc2ccc(Br)cc2)c(=O)n(-c2ccccc2)n1C (stereo not given)	-8	0.0	-1	-14	-1	3	1.0	1
COCC(=O)N1CC2(CN(Cc3ccccc3)C2)c2c(n(C)c3cc(OC)ccc23)[C@H]1CO	1	0.0	2	8	.	.	2.6	.
COC(Cn1cc(C)c(=O)[nH]c1=O)OC	15	0.0	-3	-4	-1	-7	-1.8	-7
C[C@@H]1CCCCO[C@@H](CN(C)S(C)(=O)=O)[C@@H](C)CN([C@H](C)CO)C(=O)c2cc(NC(=O)Nc3ccc(F)cc3)ccc2O1	20	0.0	.	.	-7	6	-1.5	-8
CCn1c(CSCc2ccc(Cl)cc2)nnc1SCC(=O)Nc1cccc(C(=O)O)c1	0	0.0	-14	-5	.	.	-2.4	-5
O=C(c1ccoc1)N1CCC2(CC1)Oc1ccc(F)cc1C(=O)C21CC(c2ccccc2)=NO1 (stereo not given)	19	0.1	2	-14	-7	-6	-1.5	-3
COc1ccccc1NC(=S)NC(=O)C1CC1	-6	-0.4	1	3	-1	-5	.	7
COc1ccccc1NC(=S)N1CCN(C/C=C/c2ccccc2)CC1	.	0.2	6	-11	.	.	-0.8	6
CCOc1ccc(-n2c(SCC(=O)N3CCc4ccccc43)nnc2-c2c[nH]c3ccccc23)cc1	-3	0.1	4	-5	-1	11	-2.2	-1
Cc1ccc(OCCN2C(=O)C(=O)c3cc(C)ccc32)cc1	-11	1.9	.	-1	3	-13	-8.1	-1
O=C1CN(S(=O)(=O)Cc2ccccc2)C[C@@H]2[C@@H](c3ccc(C#Cc4cccnc4)cc3)[C@H](CO)N12	-22	0.1	2	-19	.	.	2.2	.
CC1(C)Cc2c(sc(NC(=O)C(=O)NCCCN3CCOCC3)c2C(N)=O)CO1	16	0.0	0	-1	-2	12	-1.2	12
O=C(N/N=C/c1ccc2c(c1)OCO2)C(=O)Nc1ccc2ccccc2c1	-1	0.3	-3	1	.	.	1.7	.
CCOC(=O)CCNC(=O)N1CCCC(N(C)CCc2ccc(OC)c(OC)c2)C1 (stereo not given)	3	0.3	1	-2	9	-1	0.9	-7
Cc1ccc(CNS(=O)(=O)c2ccc(Cl)s2)cc1	-6	0.1	-2	-36	2	-5	-0.1	.
Cc1cccc(NC(=O)COC(=O)c2ccc([N+](=O)[O-])o2)c1C	-9	0.2	1	6	-8	12	1.0	-5
CCc1ccc(NSc2ccccc2[N+](=O)[O-])cc1	-14	.	1	-7	.	.	.	12
Cc1ccc(S(=O)(=O)N(C)C[C@H]2OCCCC[C@H](C)Oc3ccc(N(C)C)cc3C(=O)N([C@H](C)CO)C[C@H]2C)cc1	4	-0.2	2	34	-7	5	0.0	1
O=C(Nc1cccc(NC(=O)c2cncc(Br)c2)c1)c1cncc(Br)c1	-6	0.0	-2	-11	-5	2	0.7	-11
O=C(C1CCCN(Cc2ccccc2Br)C1)N1CCCCC1 (stereo not given)	9	.	.	.	4	2	.	-3
CC1=C(C)CC(C(=O)N2CCN(C/C=C/c3ccccc3)CC2)C(C(=O)O)C1 (stereo not given)	18	0.0	0	-7	0	4	1.2	-3
O=C(Nc1ccc(Br)cc1Cl)N1CCOCC1	2	0.0	-1	-3	.	.	0.7	.
CC12CCC3c4ccc(O)cc4CCC3C1CCC2=O (stereo not given)	11	0.2	-3	-10	9	-2	9.4*	-4
CCOC(=O)C1CCCCN1Cc1ccc(OC)c(OC)c1 (stereo not given)	11	-0.1	1	-3	.	-5	-0.3	-7
C[C@@H]1CN([C@@H](C)CO)C(=O)c2cc(NC(=O)CCCN(C)C)ccc2O[C@H]1CN(C)Cc1ccc(C(=O)O)cc1	-5	0.0	2	-10	2	-4	-3.2	-5
CC1(C(=O)NCCC(F)(F)F)Cc2c(-c3cccc(C(N)=O)c3)ccnc2O1 (stereo not given)	0	0.2	2	-9	-7	2	-3.6	.
CCC(=O)Nc1ccc2c(c1)C(=O)N(C)C[C@H](OC)[C@@H](C)CN(C(=O)c1ccccc1F)[C@@H](C)CO2	-1	0.6	6	-15	-11	-15	0.7	-1
CC(=O)N1CCN(S(=O)(=O)c2cccc(C(=O)OCC(=O)Nc3c(Cl)cccc3C(F)(F)F)c2)CC1	-19	0.1	1	-9	-2	-1	-1.2	-17
COc1ccc(NC(=O)Nc2ccc3c(c2)C(=O)N([C@H](C)CO)C[C@@H](C)[C@H](CN(C)Cc2ccc(Cl)c(Cl)c2)O3)cc1	-9	-1.3	0	14	1	4	0.9	10
C[C@@H]1CN([C@@H](C)CO)C(=O)c2cc(NC(=O)Nc3ccccc3)ccc2O[C@@H]1CN(C)Cc1ccc(C(=O)Nc2ccccc2N)cc1	8	-0.1	-2	-22	-26	-6	-3.4	11
Cc1ccc(C(=O)O)cc1NCc1ccncc1	-15	0.0	-1	0	-3	-11	0.4	-4
COc1ccccc1CNC(=O)Cn1nnnc1CN(C)C(C)C	10	0.3	-3	-4	3	-12	0.6	-10
COc1ccccc1/C=C/CN1CCC(Oc2cc(C(=O)NC3CC3)ccc2OC)CC1	-8	0.2	0	-17	4	-6	-0.8	4
O=C(Nc1ncccn1)c1ccc([N+](=O)[O-])cc1	-1	0.0	-3	-4	.	.	-1.8	20
CC(CNC(=O)CN(C)CC(=O)Nc1ccccc1Br)c1ccccc1 (stereo not given)	-6	0.0	1	13	-2	0	-0.3	0
CCNC(=S)Nc1ccc(NC(=O)c2ccccc2O)cc1	-11	-0.1	-3	-23	-4	-17	2.0	0
O=C(NCCOc1ccccc1Cl)c1ncn[nH]1	2	0.0	-2	-1	.	.	-0.3	-9
CCOc1ccc2oc(C(=O)N(C)CCc3ccc(OC)c(OC)c3)c(C)c2c1	50*	0.1	2	-11	-3	5	1.3	3
Cc1c(C(=O)N2CCN(c3ccccn3)CC2)oc2c(F)cccc12	-1	0.0	-4	-86	14	4	-0.8	-2
CC(=O)N(C)C[C@H]1Oc2ncc(C#Cc3ccccn3)cc2C(=O)N([C@H](C)CO)C[C@H]1C	0	-0.4	-1	-36	-2	-8	-1.0	.
COc1ccc(-c2nnc3ccc(SC(C(C)=O)C(C)=O)nn23)cc1OC	9	.	.	.	-6	10	.	5
CCN(CC)CCNC(=O)C1CCCCN1S(=O)(=O)c1cccc([N+](=O)[O-])c1 (stereo not given)	-5	0.4	-4	0	0	6	-3.6	0
COC(=O)[C@@]1(C)[C@H]2C(=O)N(C)C(=O)[C@H]2[C@H]2CN=C(SC)N21	6	0.2	-2	-20	0	-10	-0.4	-6
CN(C)/C=N/S(=O)(=O)c1ccc(Cl)c(Cl)c1	0	0.1	1	-1	6	.	.	-19
C[C@@H]1CN([C@@H](C)CO)S(=O)(=O)c2ccc(-c3cccc(C#N)c3)cc2O[C@@H]1CN(C)Cc1cccc(F)c1	-6	-0.3	5	-5	-6	-7	-1.8	-7
O=C(NCCN1CCC(n2c(=O)[nH]c3ccccc32)CC1)c1ccccc1	10	0.8	-6	-16	.	.	6.3	.
CCn1c(C)c(C(C)=O)c(NCc2ccccc2)nc1=S	1	.	-1	68*	-8	7	-1.4	37

A draw from above in order of count of non-hydrogen atoms, ascending:
SMILES	INS-1E GSIS act	Xi reactivation	ERAP1 HTS inh	RAD52 anneal inh	esBAF inh	RAD54 branch	F508del corr	ARNT-TACC3 inh
Cc1ccc(C(=O)O)cc1NCc1ccncc1	-15	0.0	-1	0	-3	-11	0.4	-4
CCn1c(C)c(C(C)=O)c(NCc2ccccc2)nc1=S	1	.	-1	68*	-8	7	-1.4	37
COc1ccc(-c2nnc3ccc(SC(C(C)=O)C(C)=O)nn23)cc1OC	9	.	.	.	-6	10	.	5
CCN(CC)CCNC(=O)C1CCCCN1S(=O)(=O)c1cccc([N+](=O)[O-])c1 (stereo not given)	-5	0.4	-4	0	0	6	-3.6	0
CCOc1ccc2oc(C(=O)N(C)CCc3ccc(OC)c(OC)c3)c(C)c2c1	50*	0.1	2	-11	-3	5	1.3	3
CC(=O)N1CCN(S(=O)(=O)c2cccc(C(=O)OCC(=O)Nc3c(Cl)cccc3C(F)(F)F)c2)CC1	-19	0.1	1	-9	-2	-1	-1.2	-17

Rows are unselected; about 3.3% have a hit in one of these screens.
